Yeast eIF2B: eIF2B (yeast) activity modulation. hit rate 0.91% among 27,000. S. cerevisiae eIF2B-epsilon R284H, GCN4-lacZ luminescence. inhibition, % at 25 µM (by protocol);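 active means mutant luminescence inhibited past about 50% while wild type luminescence and mutant growth stay under set limits, limit read from the data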; further: some compounds called inactive have numbers as strong as hits
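Material: yeast eIF2B-epsilon R284H mutant carrying GCN4–beta-galactosidase fusion. Medium: YPD yeast growth medium. Incubation: 16 h growth with compound at 30 °C, 90 min Beta-Glo step. Signal: Beta-Glo luminescence plus absorbance at 595 nm. Evaluation: % inhibition of reporter signal and growth versus controls. Doses: 25 µM single dose.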
Yeast tox: Compounds toxic to wild-type S. cerevisiae growth; A595 turbidity, 16 h; growth inhibition, % at 25 µM (by protocol); hit rate 0.3% among 30,000;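 active means mutant and wild-type yeast strains alike exhibit over 30% growth inhibition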;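 further: 0% = untreated cell controls and 100% = YPD media blanks without cells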
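System – wild-type and eIF2Bepsilon-R284H mutant S. cerevisiae, screened separately · Measured by – absorbance at 595 nm (turbidity) · Timing – 16 h compound exposure during growth at 30 °C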
Yeast tox inhibition %: second read-out of Yeast tox, no call of its own (marks repeat the call); growth inhibition, %; S. cerevisiae eIF2Bepsilon-R284H mutant growth, A595 turbidity, 16 h;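 each compound tested once at 25 µM; 0% equals untreated cells and 100% equals cell-free medium blanks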
Yeast eIF2B mutant toxicity: also measured in Yeast eIF2B; calls as there; growth inhibition, %; measured here: mutant yeast growth, toxicity;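 each compound tested once at 25 µM; zero equals untreated control growth and 100 equals blank medium absorbance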
The depositor's hits bear a star; / = no result given. Only part of the results is shown. The share of hits here may be higher or lower than overall.

Field names – A = Yeast eIF2B; B = Yeast eIF2B mutant toxicity; C = Yeast tox; D = Yeast tox inhibition %
O=S(=O)(c1ccc(-c2csc(-c3cccnc3)n2)cc1)N1CCCC1
  A: 15; B: -28; C: -43; D: -28
COC(=O)C(C(=O)Nc1ncccn1)C1CCCCCC1 (stereo unspecified)
  A: 0; B: -3; C: -9; D: -3
Cc1ccc(Cn2nc(C)c(NC(=O)c3nn(C)cc3Cl)c2C)cc1
  A: -5; B: -7; C: -4; D: -7
O=S(=O)(NCC(c1cccnc1)N1CCN(c2ccc(F)cc2)CC1)c1ccccc1 (stereo unspecified)
  A: 11; B: -4; C: -1; D: -4
COc1ccc(-c2n[nH]c3c2C(c2ccc(OC)c(OC)c2)N(c2ccccc2)C3=O)cc1 (stereo unspecified)
  A: -52; B: -5; C: -18; D: -5
Cn1c(=O)c2c(nc(N3CCN(Cc4ccccc4)CC3)n2CC(=O)c2ccccc2)n(C)c1=O
  A: 6; B: /; C: 0; D: 0
COc1ccc(-c2noc(-c3ccccc3C(=O)NCc3ccco3)n2)cc1OC
  A: 4; B: 11; C: 7; D: 11
Cc1ccc(NC(=O)c2cc3nc(C)cc(C)n3n2)cc1
  A: 28; B: 17; C: 24; D: 17
COc1ccc(CCCc2nnc(SCC(=O)Nc3cc(C)ccc3C)o2)cc1
  A: 5; B: 26; C: 34; D: 26
CC(C)(C)OC(=O)NCCc1nnc(SCc2ccc(Cl)cc2)o1
  A: -23; B: 5; C: -1; D: 5
Cc1cc(C)n2nc3nc4c(cc3c2n1)CCCC4
  A: 3; B: 15; C: -7; D: 15
Cc1ccc(NC(=O)CN(C)S(=O)(=O)c2cccc3nsnc23)cc1Cl
  A: -22; B: -10; C: 5; D: -10
c1ccc(-c2cc(N3CCCCC3)ncn2)cc1
  A: /; B: /; C: 6; D: 11
O=C(Nc1ccon1)c1ccccc1F
  A: /; B: /; C: 3; D: 14
O=S(=O)(NC1CCCC1)c1cccc(-c2nnc(-c3ccccc3)o2)c1
  A: 18; B: 9; C: 19; D: 9

Two compounds picked at random from those above, as already listed:
Field names – A = Yeast eIF2B; B = Yeast eIF2B mutant toxicity; C = Yeast tox; D = Yeast tox inhibition %
Cc1ccc(NC(=O)CN(C)S(=O)(=O)c2cccc3nsnc23)cc1Cl
  A: -22; B: -10; C: 5; D: -10
Cc1ccc(NC(=O)c2cc3nc(C)cc(C)n3n2)cc1
  A: 28; B: 17; C: 24; D: 17

Continuation.
Field names – A = Yeast eIF2B; B = Yeast eIF2B mutant toxicity; C = Yeast tox; D = Yeast tox inhibition %
Cc1ccc(Cn2c(=N)n(CC(O)COc3ccccc3)c3ccccc32)cc1 (stereo unspecified)
  A: -11; B: -10; C: 11; D: -10
Cc1cccc(NC(=O)c2cccnc2)c1
  A: 1; B: 6; C: -6; D: 6
Cc1ccccc1-c1nnc(SCC(=O)Nc2ccc3c(c2)OCCO3)n1N
  A: 40; B: -9; C: 15; D: -9
COc1ccc(OC)c(N(CC(=O)Nc2cccnc2)S(=O)(=O)c2ccccc2)c1
  A: 15; B: 19; C: 15; D: 19
O=C(CCN1C(=O)C2C3C=CC(C3)C2C1=O)N1CCN(c2cccc(Cl)c2)CC1 (stereo unspecified)
  A: 14; B: 5; C: 10; D: 5
O=C(c1ccc(N2CCOCC2)nc1)N1CCOCC1
  A: 26; B: 4; C: 8; D: 4
CCOC(=O)Cn1c(=O)c2c(nc3n2CCN3Cc2ccccc2)n(C)c1=O
  A: 53*; B: /; C: 4; D: 0
O=C1CCCC2=C1C1(CCCC1)N=C(Nc1nc3ccccc3s1)N2
  A: -42; B: -32; C: -14; D: -32
COc1cc(-c2nnc(SCC(=O)Nc3ccc4c(c3)OCCO4)o2)cc(OC)c1OC
  A: 6; B: -6; C: -12; D: -6
CC(=O)N=C1SC2CS(=O)(=O)CC2N1c1c(Cl)cccc1Cl (stereo unspecified)
  A: 20; B: -4; C: 13; D: -4
CCC(C)NC(=O)COc1ccc(Br)c(C)c1 (stereo unspecified)
  A: /; B: /; C: 11; D: 10
O=C(CCSc1ccccc1)Nc1nc2c(s1)CCCC2
  A: /; B: /; C: 13; D: 6
CCOC(=O)c1sc2cccc(F)c2c1N
  A: 17; B: 9; C: 5; D: 9
COc1cc(-c2nnc(-c3ccc(N4CCOCC4)cc3)o2)cc(OC)c1OC
  A: 2; B: -29; C: -40; D: -29
COC(=O)c1c(NC(=O)c2c(-c3ccccc3Cl)noc2C)sc2c1CCC2
  A: 30; B: -6; C: 11; D: -6

Some of these compounds in order of molecular weight, smallest number first.
Field names – A = Yeast eIF2B; B = Yeast eIF2B mutant toxicity; C = Yeast tox; D = Yeast tox inhibition %
O=C1CCCC2=C1C1(CCCC1)N=C(Nc1nc3ccccc3s1)N2
  A: -42; B: -32; C: -14; D: -32
CC(=O)N=C1SC2CS(=O)(=O)CC2N1c1c(Cl)cccc1Cl (stereo unspecified)
  A: 20; B: -4; C: 13; D: -4
CCOC(=O)Cn1c(=O)c2c(nc3n2CCN3Cc2ccccc2)n(C)c1=O
  A: 53*; B: /; C: 4; D: 0
Cc1ccccc1-c1nnc(SCC(=O)Nc2ccc3c(c2)OCCO3)n1N
  A: 40; B: -9; C: 15; D: -9
COC(=O)c1c(NC(=O)c2c(-c3ccccc3Cl)noc2C)sc2c1CCC2
  A: 30; B: -6; C: 11; D: -6

Continuation:
Field names – A = Yeast eIF2B; B = Yeast eIF2B mutant toxicity; C = Yeast tox; D = Yeast tox inhibition %
CCC1(c2ccc(F)cc2)NC(=O)N(CC(=O)N2CCOCC2)C1=O (stereo unspecified)
  A: -24; B: -13; C: 12; D: -13
Cc1nc(=S)c2ccccc2[nH]1
  A: /; B: /; C: 15; D: 2
CCOC(=O)c1c(NC(=O)c2cccs2)sc(CC)c1-c1cccs1
  A: 13; B: 19; C: 12; D: 19
CC(=O)NCCOc1cccc(OCCNC(C)=O)c1
  A: 5; B: -21; C: -8; D: -21
Cc1ccc(S(=O)(=O)c2ccccc2)cc1S(=O)(=O)N1CCOCC1
  A: 12; B: 21; C: -1; D: 21
O=C(CSc1ccccc1)Nc1ccccc1N1CCOCC1
  A: 13; B: /; C: 18; D: 0
Clc1cccc(-c2nn3c(-c4cccc(Cl)c4)nnc3s2)c1
  A: 9; B: -25; C: 5; D: -25
CCOc1ccccc1Oc1c(C)oc2c(CN3CCN(CCO)CC3)c(O)ccc2c1=O
  A: -4; B: -12; C: -11; D: -12
CCOc1ccc2nc(NCCCNS(=O)(=O)c3ccc(F)cc3)c(C#N)cc2c1
  A: 19; B: -7; C: -34; D: -7
CCc1cc2c(SCC(=O)c3cccs3)ncnc2s1
  A: 36; B: -6; C: -8; D: -6
CCOc1ccc(-n2nc(C(=O)N3CCOCC3)c3ccccc3c2=O)cc1
  A: 59*; B: /; C: -11; D: -8
O=C(NCCCN=C1NS(=O)(=O)c2ccccc21)c1ccc(S(=O)(=O)N2CCOCC2)cc1
  A: 11; B: 19; C: 10; D: 19
CC(C)c1nc2ccc(C(=O)O)cc2[nH]1
  A: 16; B: 6; C: 2; D: 6
Cn1c(SCC(=O)c2ccc3c(c2)OCO3)nnc1-c1ccccn1
  A: 8; B: 5; C: 4; D: 5
CC(C)n1nnnc1SCC(=O)Nc1ccccc1N1CCOCC1
  A: -9; B: 3; C: -4; D: 3
Cc1ccc(C)c(NS(=O)(=O)c2ccc(OCC(=O)N3CCOCC3)cc2)c1
  A: -26; B: 5; C: 18; D: 5
C=CCOC(=O)C1=C(C)NC(SCC(=O)Nc2nccs2)=C(C#N)C1c1ccc(Cl)cc1 (stereo unspecified)
  A: /; B: /; C: 14; D: 15
Cc1ccsc1C=Nc1ccc(O)cc1
  A: 23; B: -11; C: 9; D: -11
O=C(c1ccc(C#CC2(O)CCCCC2)cc1)N1CCN(Cc2ccccc2)CC1
  A: 1; B: 2; C: -20; D: 2
Cc1ccccc1-c1nc(CN2CCC(C(=O)NCCC3=CCCCC3)CC2)c(C)o1
  A: /; B: /; C: 0; D: 8
CC(=O)C1=C(O)C(=O)N(CCC(=O)O)C1c1ccc(Cl)cc1Cl (stereo unspecified)
  A: 21; B: 15; C: 13; D: 15
C/C=C/c1ccc(Oc2nnnn2-c2ccc(C(N)=O)cc2)c(OC)c1
  A: /; B: /; C: -33; D: -52
O=C(CCN1C(=O)c2ccncc2C1=O)NCc1ccc(Cl)cc1
  A: 22; B: -18; C: -13; D: -18
CC(=O)c1ccc(NC(=O)C2CC(c3ccc(F)cc3)=NO2)cc1 (stereo unspecified)
  A: 34; B: -28; C: -46; D: -28
COc1ccc(CCNC(=O)C2CCN(Cc3nc(-c4cccc(Cl)c4)oc3C)CC2)cc1OC
  A: 23; B: -3; C: 1; D: -3
CCOc1ccc(Cc2nc(N)nc(N)n2)cc1
  A: 9; B: 4; C: -5; D: 4
O=C(CCn1c(=O)oc2ccccc21)N1CCN(C(c2ccccc2)c2ccccc2)CC1
  A: -40; B: -4; C: -6; D: -4
O=C(Nc1ccccc1C(=O)N1CCOCC1)c1ccco1
  A: -25; B: 3; C: 1; D: 3
Cc1onc(-c2c(Cl)cccc2Cl)c1C(N)=O
  A: 14; B: -3; C: -16; D: -3
CCCCCCSC1=C(C#N)C(c2ccc(O)cc2)CC(=O)N1 (stereo unspecified)
  A: 18; B: 21; C: 6; D: 21
Cc1ccc(NC(=O)C2CCCN(c3ncccn3)C2)cc1F (stereo unspecified)
  A: 3; B: -25; C: -8; D: -25
CCOc1ccccc1NC(=O)N1CCCC1C(=O)Nc1ccc(NC(C)=O)cc1 (stereo unspecified)
  A: -33; B: 22; C: 5; D: 22
O=c1cc(O)nc(SCc2ccc(Cl)cc2)[nH]1
  A: 10; B: 3; C: 10; D: 3
CC(C)c1cccc(C(C)C)c1OCCCCN1CCCC1
  A: 17; B: 11; C: 12; D: 11
CCOC(=O)C1CCN(C(C(=O)NC2CCCCC2)c2ccc(OC)cc2)CC1 (stereo unspecified)
  A: 12; B: /; C: 11; D: 0
Cc1cccc(-n2c(=O)[nH]c3c(C(N)=O)nc(C(C)C)nc32)c1
  A: -5; B: 10; C: 10; D: 10
Nc1nnnn1/N=C/c1ccco1
  A: 29; B: 8; C: 8; D: 8
CCc1ccc(NC(=O)c2noc3c2CCc2ccccc2-3)cc1
  A: /; B: /; C: 24; D: 9
CC(=O)CSc1nsc(SCC(C)=O)c1C#N
  A: -3; B: 23; C: -1; D: 23
CCOCCCNC(=O)c1ccc(OC)cc1
  A: -5; B: /; C: -14; D: 0
CCC(C)(C)NC(=O)C(c1ccc(F)cc1)N(Cc1ccco1)C(=O)c1cnccn1 (stereo unspecified)
  A: 26; B: -5; C: 13; D: -5
CCOC(=O)N1CCN(C/C(C)=C/c2ccccc2)CC1
  A: 10; B: -15; C: -8; D: -15
O=C(NCCCCCCNC(=O)C1CCCC1)C1CCCC1
  A: /; B: /; C: 9; D: -45
O=c1c2cc(N3CCOCC3)ccc2[nH]c(=S)n1CCCN1CCCC1
  A: 8; B: -2; C: -6; D: -2
O=C(O)c1ccc(CSc2nnc(Cc3ccccc3)o2)cc1
  A: 13; B: 15; C: 27; D: 15

Among those listed so far, 5 contain a thiophene ring, fused or not:
Field names – A = Yeast eIF2B; B = Yeast eIF2B mutant toxicity; C = Yeast tox; D = Yeast tox inhibition %
CCOC(=O)c1sc2cccc(F)c2c1N
  A: 17; B: 9; C: 5; D: 9
COC(=O)c1c(NC(=O)c2c(-c3ccccc3Cl)noc2C)sc2c1CCC2
  A: 30; B: -6; C: 11; D: -6
CCOC(=O)c1c(NC(=O)c2cccs2)sc(CC)c1-c1cccs1
  A: 13; B: 19; C: 12; D: 19
CCc1cc2c(SCC(=O)c3cccs3)ncnc2s1
  A: 36; B: -6; C: -8; D: -6
Cc1ccsc1C=Nc1ccc(O)cc1
  A: 23; B: -11; C: 9; D: -11

Screening data deposited in PubChem by PCMD.
